Dynein transport – dynein cargo transport inhibition; hit rate 0.47% among 220,000; 3617.4 mouse cells, GR-EGFP nuclear translocation imaging; test concentration mostly 20 µM; stimulated with dexamethasone, 1 µM; active compounds read low; z-score, hits read low; AID 1381;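 active = plate z-score of nuclear minus cytoplasmic receptor signal below a set negative limit, without overly bright fluorescence or cell loss, cut at about -3.5 in these data, passing the limit was not always enough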;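 note: z-score of nuclear minus cytoplasmic ring GR-EGFP intensity difference per well; some compounds called inactive have numbers as strong as hits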
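Buffer or medium: Induction medium lacking tetracycline, stripped serum | Also added: Dexamethasone agonist, 1.0 µM final, for 30 min | Timing: 48 h induction, 1 h compound, 30 min dex at 37 °C | Detection: Formaldehyde fixation, Hoechst nuclear stain, 10x automated fluorescence imaging | Measure: Nuclear versus cytoplasmic GR-EGFP signal, averaged per well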
MT stabilize HCS – microtubule stabilization, imaging screen. % tubulin-high responders, % at 10 µM. hit rate 0.83% among 200,000. HeLa tubulin immunostaining HCS, 24 h; share of cells brighter than vehicle mean+2SD;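 active = plate Z-score above 3 for both tubulin-high and condensed-nucleus cell shares, with cell loss under 80%, at 10 µM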;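 note: anti alpha tubulin signal scored within the nucleus-defined area of each cell; some results filed as inactive read as strong as hits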
Yfh1-depleted yeast – mitochondrial function rescue without frataxin homolog – Friedreich's ataxia, plus single-dose screen, dose response (AID 1465) | S. cerevisiae Yfh1-off respiration, WST-1 reduction, 72 h; higher fold induction means a stronger effect | one-dose fold induction at 50 µM; EC50 in µM for titrated hits | hit rate 0.074% among 220,000;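 active = fold induction of absorbance versus untreated yeast above a set limit, then at least 30% activation at any dose in follow-up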;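 note: activators that raise dye reduction in frataxin-depleted yeast; strong numbers were not always called active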
P. falciparum M1AAP – malaria alanyl aminopeptidase activity blockers – biochemical, fluorogenic H-Leu-NHMec substrate, 1536-well (AID 1445); hit rate 0.42% among 220,000; recombinant M1AAP, H-Leu-NHMec fluorogenic kinetic assay; higher % means a stronger effect; inhibition, % at 30 µM; hits with a dose series show IC50 in µM;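 active = primary inhibition above the hit cutoff, then over 50% inhibition at one or more dose response concentrations, cut at about 23% in these data, passing the limit was not always enough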;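 note: plate controls were DMSO full reaction for no effect and no enzyme background for full effect; strong numbers were not always called active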
Autophagy mod – alters autophagy in cells; hit rate 0.98% among 190,000; calls only at 10 µM (by protocol); MEF GFP-LC3 puncta imaging; test concentration mostly 10 µM; AID 463193;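 active = percentage of spot-positive cells more than 3 SD above its plate mean, without a fluorescence outlier flag or 80% toxicity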;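 note: spot-positive cell cutoff set from DMSO-treated cells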
P. falciparum M17LAP – P. falciparum M17LAP inhibitors, primary screen, biochemical, fluorogenic H-Leu-NHMec substrate, 1536-well (AID 1619); recombinant M17LAP, H-Leu-NHMec fluorogenic kinetic assay; higher % means a stronger effect; one-dose inhibition, % at 30 µM; IC50 in µM for titrated hits; hit rate 0.38% among 220,000;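 active = compound inhibiting the enzyme by more than half at any dose during confirmatory dose-response retesting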;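 note: plate controls were full reaction with DMSO carrier for no effect and no enzyme background for full effect; strong numbers were not always called active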
WT yeast gro inh – growth inhibition of WT yeast, mitochondrial fusion screen; mitochondrial fusion phenotypic screen, WT strain; inhibition, % at 10 µM; hit rate 2.1% among 190,000; AID 1362; in the data active = inhibition above about 58%; tested in S. cerevisiae
T cell modulator – T cell immune modulation candidate; 2C CD8+ T cell-vesicle binding, flow cytometry; active compounds read low; calls only at 7 µM; hit rate 0.068% among 330,000; AID 2052;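 active = response, share of CD8 T cells binding vesicles, and their 90th percentile fluorescence all below set limits, cut at about 80% in these data, passing the limit was not always enough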
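Assay system – 2C mouse CD8+ T cells · Also added – QL9-loaded Drosophila micro-vesicles · Timing – Cell–vesicle co-incubation 1.5 h at 37 °C, staining 20 min on ice · Signal – flow cytometry of vesicle-bound cells · Measure – percent CD8+ FL2 mean versus row control · Controls – Peptide-free naked vesicles (low) and QL9 vesicles with 0.7% DMSO vehicle (high)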
b-catenin transl – alters nuclear translocation of beta-catenin in HeLa cells. immunofluorescence imaging. AID 1665. nuclear translocation activity, % at 5 µM. hit rate 0.3% among 190,000;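 active = nuclear translocation activity above 50% at 5 µM, with a well cell count of 50 or more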;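 note: per-cell ratio of nuclear to cytoplasmic median beta-catenin stain intensity; plate controls were DMSO negative control for no effect and GSK-3 inhibitor IX positive control for full effect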
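assay system = human HeLa cells, endogenous beta-catenin | times = compound treatment 24 h, 37°C, 5% CO2 | detection = Anti-beta-catenin immunofluorescence on PFA-fixed, Triton-permeabilized cells, DAPI nuclei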
WT yeast gro inh mutant strain – second read-out of WT yeast gro inh, no call of its own (marks repeat the call); inhibition, %; mitochondrial fusion phenotypic screen, mutant strain inhibition
Dynein transport cytoplasmic EGFP – also measured in Dynein transport; calls as there; z-score; measured here: cytoplasmic GR-EGFP intensity; active compounds read high
Dynein transport nuclear GR-EGFP – second read-out of Dynein transport, no call of its own (marks repeat the call); z-score; measured here: nuclear GR-EGFP intensity;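 lower value marks the stronger effect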
Dynein transport cell count – also measured in Dynein transport; calls as there; z-score; measured here: cell count per field
b-catenin transl cell count 5 µM – second read-out of b-catenin transl, no call of its own (marks repeat the call); cell count; measured here: cell count, cytotoxicity flag
T cell modulator vesicle-bound % – second read-out of T cell modulator, no call of its own (marks repeat the call); double positive events, %; measured here: CD8+ vesicle-bound cell fraction;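 binding gate set so that unloaded-vesicle control wells show 10% double positive cells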
MT stabilize HCS Hoechst-high % – recorded beside MT stabilize HCS, whose call it bears; % Hoechst-high responders; measured here: nuclear condensation Hoechst responders;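 share of cells brighter than vehicle mean plus two SD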
MT stabilize HCS cytotoxicity % – second read-out of MT stabilize HCS, no call of its own (marks repeat the call); toxicity, %; measured here: cytotoxicity by cell density;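 0% = mean cell density of plate MIN control wells and 100% = no cells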
Autophagy mod cell loss 18 h – further read-out of Autophagy mod, marked with its call; toxicity, %; measured here: cell loss, nuclei count;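 cell loss after 18 h compound exposure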
The depositor's hits bear a star; i = inactive; . = not tested or not shown.

cpd	SMILES	Dynein transport	Dynein transport cytoplasmic EGFP	Dynein transport nuclear GR-EGFP	Dynein transport cell count	MT stabilize HCS	MT stabilize HCS Hoechst-high %	MT stabilize HCS cytotoxicity %	Yfh1-depleted yeast	P. falciparum M1AAP
1	Cc1ccc(NC(=O)CCC(=O)NNC(=O)COc2ccccc2)cc1C	-0.53	0.015	-0.44	0.78	3.1	3.1	2.6	i	-6%
2	COc1ccc(N2CCN(C(=O)Cc3ncc(C(F)(F)F)cc3Cl)CC2)cc1	-1	-0.21	-0.82	0.68	3.1	1.9	4.4	i	6%
3	Cc1ccc(S(=O)(=O)c2cc(O)ccc2O)cc1C	-0.23	-0.25	-0.43	0.78	5.0	2.9	11	i	9%
4	CN(C)c1nc(N)c2ncc(=S)[nH]c2n1	-0.4	-0.3	0.34	0.12	6.6	1.9	8.4	i	10%
5	CN1CCN(/N=C/c2ccc(N(c3ccccc3)c3ccccc3)cc2)CC1	-0.33	-0.16	-0.16	-0.0029	6.9	4.5	22	i	8%
6	COc1ccc(S(=O)(=O)n2nc(OC(=O)c3c(-c4ccccc4Cl)noc3C)cc2N)cc1	-1.1	0.51	-0.12	-0.15	5.0	1.9	14	i	5%
7	O=S(=O)(N[C@@H]1C[C@H]2CC[C@@H]1C2)c1cccs1	0.53	-0.084	0.65	0.14	2.6	4.0	2.9	i	2%
8	COc1ccc(C(C)=O)cc1CSc1nc2ccccc2c(=O)n1-c1cccc(C)c1	0.29	-0.25	0.24	-0.028	3.0	2.3	12	i	4%
9	CO/N=C/C1CCN(c2ncc(C(F)(F)F)cc2Cl)C1=O (stereo unspecified)	1.1	-0.2	0.95	-0.99	2.2	2.0	2.4	i	-1%
10	Cc1c(C#N)c2ccccc2n1CC(=O)N1CCCc2ccccc21	-0.1	-0.12	0.091	0.5	1.1	1.6	6.1	i	13%

cpd	Autophagy mod	Autophagy mod cell loss 18 h	P. falciparum M17LAP	WT yeast gro inh	WT yeast gro inh mutant strain	T cell modulator	T cell modulator vesicle-bound %	b-catenin transl	b-catenin transl cell count 5 µM
1	i	0	-4%	6	-15	i	51	-1.1	468
2	i	7	11%	8	18	i	13	-3.8	1139
3	i	-13	17%	-1	11	i	43	-1.4	1091
4	i	-2	3%	-6	2	i	35	-3.0	1002
5	i	-11	9%	95	96	i	14	2.1	1284
6	i	22	6%	-5	16	i	49	.	.
7	i	4	3%	10	-13	i	17	0.5	1461
8	i	4	1%	65*	32*	i	6	0.2	996
9	i	0	-1%	4	8	i	57	1.6	997
10	i	5	9%	19	20	i	52	-3.1	1253

Next results follow.
cpd	SMILES	Dynein transport	Dynein transport cytoplasmic EGFP	Dynein transport nuclear GR-EGFP	Dynein transport cell count	MT stabilize HCS	MT stabilize HCS Hoechst-high %	MT stabilize HCS cytotoxicity %	Yfh1-depleted yeast	P. falciparum M1AAP
11	Cc1cc(/C=C2\NC(=S)NC2=O)c(C)n1-c1cccnc1	0.76	0.084	0.4	-0.45	.	.	.	i	2%
12	COc1cc(/C=N/NC(=O)Cn2ccc(C(F)(F)F)n2)cc(OC)c1OC	-1.6	-0.18	-0.79	0.2	1.7	1.3	2.5	i	2%
13	O=C(C1=C(O)C(=O)N(CC2CCCO2)C1c1cccnc1)c1ccco1 (stereo unspecified)	-1.1	-0.36	-0.43	0.28	2.1	2.9	14	i	4%
14	COc1cccc(CNC(=O)CSc2cc(=O)n(C)c3ccccc23)c1	-0.8	-0.33	-0.34	0.98	4.0	3.1	4.8	i	9%
15	NC(=S)N/N=C1\CCOc2ccc(Cl)cc21	-0.76	-0.18	-0.4	0.34	.	.	.	i	4%
16	c1ccc(-c2nc3c(ccc4ccccc43)[nH]2)nc1	-0.46	0.085	-0.81	1	6.7	3.4	11	i	-7%

cpd	Autophagy mod	Autophagy mod cell loss 18 h	P. falciparum M17LAP	WT yeast gro inh	WT yeast gro inh mutant strain	T cell modulator	T cell modulator vesicle-bound %	b-catenin transl	b-catenin transl cell count 5 µM
11	.	.	5%	.	.	i	26	-4.4	1155
12	i	5	16%	-1	-9	i	54	-0.9	1116
13	i	6	20%	-5	3	i	17	.	.
14	i	4	22%	-11	-6	i	45	-1.7	1047
15	.	.	8%	.	.	i	23	-1.3	1084
16	i	-1	-1%	37	23	i	18	.	.

7 entries from above, reformatted:
item | Compound | Dynein transport | Dynein transport cytoplasmic EGFP | Dynein transport nuclear GR-EGFP | Dynein transport cell count | MT stabilize HCS | MT stabilize HCS Hoechst-high % | MT stabilize HCS cytotoxicity % | Yfh1-depleted yeast | P. falciparum M1AAP | Autophagy mod | Autophagy mod cell loss 18 h | P. falciparum M17LAP | WT yeast gro inh | WT yeast gro inh mutant strain | T cell modulator | T cell modulator vesicle-bound % | b-catenin transl | b-catenin transl cell count 5 µM
10 | Cc1c(C#N)c2ccccc2n1CC(=O)N1CCCc2ccccc21 | -0.1 | -0.12 | 0.091 | 0.5 | 1.1 | 1.6 | 6.1 | i | 13% | i | 5 | 9% | 19 | 20 | i | 52 | -3.1 | 1253
11 | Cc1cc(/C=C2\NC(=S)NC2=O)c(C)n1-c1cccnc1 | 0.76 | 0.084 | 0.4 | -0.45 | . | . | . | i | 2% | . | . | 5% | . | . | i | 26 | -4.4 | 1155
12 | COc1cc(/C=N/NC(=O)Cn2ccc(C(F)(F)F)n2)cc(OC)c1OC | -1.6 | -0.18 | -0.79 | 0.2 | 1.7 | 1.3 | 2.5 | i | 2% | i | 5 | 16% | -1 | -9 | i | 54 | -0.9 | 1116
13 | O=C(C1=C(O)C(=O)N(CC2CCCO2)C1c1cccnc1)c1ccco1 (stereo unspecified) | -1.1 | -0.36 | -0.43 | 0.28 | 2.1 | 2.9 | 14 | i | 4% | i | 6 | 20% | -5 | 3 | i | 17 | . | .
14 | COc1cccc(CNC(=O)CSc2cc(=O)n(C)c3ccccc23)c1 | -0.8 | -0.33 | -0.34 | 0.98 | 4.0 | 3.1 | 4.8 | i | 9% | i | 4 | 22% | -11 | -6 | i | 45 | -1.7 | 1047
15 | NC(=S)N/N=C1\CCOc2ccc(Cl)cc21 | -0.76 | -0.18 | -0.4 | 0.34 | . | . | . | i | 4% | . | . | 8% | . | . | i | 23 | -1.3 | 1084
16 | c1ccc(-c2nc3c(ccc4ccccc43)[nH]2)nc1 | -0.46 | 0.085 | -0.81 | 1 | 6.7 | 3.4 | 11 | i | -7% | i | -1 | -1% | 37 | 23 | i | 18 | . | .
